# PMI act: activators of human PMI, primary screen, biochemical, fluorescence intensity, near-Km mannose 6-phosphate | purified human PMI, coupled resazurin fluorescence, 20 min; active compounds read high; 1 = vehicle control, 0 substrate-free wells | activation factor at 20 µM | hit rate 0.005% among 190,000;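 active = activation factor of 2 or more at 20 µM, relative to plate controls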
# Target sequence (P34949 whole entry, looked up): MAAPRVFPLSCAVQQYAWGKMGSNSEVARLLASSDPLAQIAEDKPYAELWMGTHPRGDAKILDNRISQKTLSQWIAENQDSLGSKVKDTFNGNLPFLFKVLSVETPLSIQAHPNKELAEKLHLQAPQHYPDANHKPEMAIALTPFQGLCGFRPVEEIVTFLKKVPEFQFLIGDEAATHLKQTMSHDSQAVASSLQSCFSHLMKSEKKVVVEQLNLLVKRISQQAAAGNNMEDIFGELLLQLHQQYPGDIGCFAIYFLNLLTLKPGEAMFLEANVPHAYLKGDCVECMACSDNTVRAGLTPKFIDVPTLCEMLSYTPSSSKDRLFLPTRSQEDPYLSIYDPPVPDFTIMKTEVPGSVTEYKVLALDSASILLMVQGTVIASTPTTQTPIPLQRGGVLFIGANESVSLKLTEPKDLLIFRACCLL
# Lmaj promast: Leishmania major promastigote growth inhibition, primary screen | Leishmania major promastigotes, resazurin fluorescence viability | inhibition, % at 10 µM | hit rate 9% among 200,000 | AID 1063, 2008;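 note: promastigotes grown with compound for 44 hours at 28 °C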
# Redox H2O2 prof: compounds producing H2O2 with reducing agent – biochemical, NIH compound library profiling, artefact control for MLSCN library redox annotation, primary screen; DTT-dependent redox cycling H2O2, phenol red/HRP absorbance; 100% = 100 µM peroxide control, 0% = buffer; activation, % at 10 µM; hit rate 0.03% among 200,000;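 active = activation of at least 50% relative to the plate's high and low controls in the primary single-dose screen; inactive = activation below 50%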;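 note: compound incubated with DTT at 0.8 mM final as the reducing agent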
# G6PDH counter: L. mesenteroides G6PDH inhibitors, counter-screen for G6PDH-coupled screening assays, biochemical, Leuconostoc mesenteroides enzyme; glucose-6-phosphate dehydrogenase [Leuconostoc mesenteroides]; Purified L. mesenteroides G6PDH, diaphorase/resazurin coupled fluorescence, 45 min; inhibition, % at 5 µM; hit rate 0.12% among 200,000; AID 1020, 2008
# Diaph act CS: compounds boosting diaphorase resazurin reduction – biochemical, uHTS, resorufin fluorescence, counter-screen for diaphorase-coupled primary assays, primary screen; Diaphorase/resazurin coupled assay, 16 min; active compounds read high; 1 = vehicle wells, 0 = NADH-free wells; activation factor at 20 µM; AID 1229, 2008; hit rate 0.005% among 190,000;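 active = diaphorase activity raised at least twofold by the compound at 20 µM; inactive = activation factor below 2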
#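 Material: Clostridium kluyveri diaphorase, purified enzyme; Quantity: enzyme 0.07 U/mL final; Medium: HEPES pH 7.4 buffer with MgCl2 and Tween 20; Dosing: single compound dose of 20 µM, 1% DMSO final; Schedule: 16 min reaction at room temperature; Measured by: red resorufin fluorescence at 544/590 nm excitation/emission.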
# Hsp70 activator: Hsp70 transcriptional activators, primary screen, cell-based, HeLa, Hsp70 promoter luciferase, luminescence, 10 µM; HeLa Hsp70 promoter luciferase reporter; scaled: vehicle 0, proteasome-inhibitor control 100%; hit rate 0.04% among 200,000; AID 1203, 2008; activation, % at 10 µM;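 active = activation above the mean across all tested compounds plus 3 SD, cutoff set per campaign, cut at about 5.5% in these data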;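 note: 100% = MG132 at 30 µM as the positive control and 0% = DMSO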
# PMI act hi M6P: human PMI activators, high substrate, primary screen, biochemical, fluorescence intensity, near-saturating mannose 6-phosphate | Mannose-6-phosphate isomerase (Homo sapiens), P34949 | coupled PMI enzyme assay, resazurin fluorescence, 20 min; active compounds read high; 1 = untreated enzyme, 0 = substrate-free blank | activation factor at 20 µM | hit rate 0.34% among 190,000;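 active = activation factor of 2 or more at 20 µM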
#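 Test system: human phosphomannose isomerase with PGI, G6PDH, diaphorase coupling enzymes / Doses: 20 µM compound, 1% DMSO / Times: enzyme reaction with compound 20 min at room temperature / Measured by: Diaphorase-driven resazurin-to-resorufin fluorescence, excitation 544, emission 590 nm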
# RAM network inh: inhibitors of the yeast RAM network, primary screen, dse1pr::URA3 reporter, 5-FOA selection; S. cerevisiae dse1pr::URA3 reporter, 5-FOA growth OD615, 2 d; analog-sensitive cbk1-as2 kinase mutant strain; inhibition, % at 50 µM; hit rate 1.8% among 190,000; AID 868, 2007;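 active = inhibition above a set limit, 3 SD over mean compound inhibition, cut at about 8.4% in these data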;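 note: 0% = DMSO-only wells with no growth and 100% = 10 µM 1-NA-PP1 full growth; inhibition rescues growth on 5-FOA so higher OD means more RAM inhibition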
# TLR4-MyD88 BLA: inhibitors of TLR4-MyD88 association in cells, primary screen, cell-based, HeLa CL3-4, BLA complementation, FRET ratio | Toll-like receptor 4 (Homo sapiens) + Myeloid differentiation primary response protein … | HeLa CL3-4 TLR4/MyD88 BLA complementation | inhibition, % at 8.4 µM | hit rate 0.18% among 200,000 | AID 861, 2007; in the data active = inhibition above about 25%;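 note: 0% = vehicle and 100% = reference inhibitor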
# S1P3 antag: S1P3 receptor antagonists, primary screen, cell-based; inhibition, % at 4.98 µM; CHO S1P3 NFAT-BLA reporter, FRET fluorescence, antagonist mode; hit rate 0.27% among 170,000; AID 485, 2006;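 active = inhibition above the plate cutoff, the mean inhibition of test wells on that plate plus 3 SD, cut at about 28% in these data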;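 note: cells challenged with S1P at its EC80 of 0.8 µM; blue over green emission ratio from cleaved BLA substrate after 4 h stimulation; 0% = S1P-stimulated wells and 100% = unstimulated DMSO-only wells; some compounds past the cut are filed as inactive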
# Target sequence (Q99500 whole entry, looked up): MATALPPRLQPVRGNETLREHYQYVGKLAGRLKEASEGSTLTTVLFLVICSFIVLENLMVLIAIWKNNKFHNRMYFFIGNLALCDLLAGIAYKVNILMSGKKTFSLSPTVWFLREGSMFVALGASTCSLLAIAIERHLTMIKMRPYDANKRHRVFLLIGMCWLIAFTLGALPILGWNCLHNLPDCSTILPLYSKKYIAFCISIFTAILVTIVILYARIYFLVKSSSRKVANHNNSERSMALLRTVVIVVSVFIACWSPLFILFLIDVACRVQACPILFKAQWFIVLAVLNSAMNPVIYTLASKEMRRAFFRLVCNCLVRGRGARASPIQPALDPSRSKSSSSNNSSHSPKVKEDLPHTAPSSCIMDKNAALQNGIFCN
# Diaph inh CS: diaphorase inhibitors and chemical oxidizers, primary screen, counter-screen for diaphorase-coupled primary assays, biochemical, uHTS, resorufin fluorescence; diaphorase resazurin-to-resorufin fluorescence, NADH, 16 min; bacterial (C. kluyveri) enzyme, not human; inhibition, % at 20 µM; hit rate 0.69% among 190,000; AID 1217, 2008;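 active = primary screen inhibition at 20 µM above a set limit, cut at about 50% in these data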;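 note: plate controls were DMSO with full reaction for no effect and wells lacking NADH for full effect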
#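 Assay system: diaphorase enzyme from Clostridium kluyveri. Quantity: enzyme working solution with 0.14 U/mL diaphorase. Schedule: reaction incubation of 16 min at room temperature. Technique: resorufin fluorescence, excitation 544 nm, emission 590 nm. Controls: No-NADH positive control and DMSO neutral control.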
# The depositor's hits bear a star; . = not tested or not shown. Cut-off read from the data, not from the text of the source, unless noted: active = inhibition above about 50%; inactive = the rest.
canonical_smiles,PMI act,Lmaj promast,Redox H2O2 prof,G6PDH counter,Diaph act CS,Hsp70 activator,PMI act hi M6P,RAM network inh,TLR4-MyD88 BLA,S1P3 antag,Diaph inh CS
O=C(Nc1nnc(C2CCCO2)s1)c1cccs1 (stereo unspecified),0.9,-1.3,0.2,0.0,0.9,-0.2,0.9,2.3,13.3,9.6,7.8
COc1ccc(CCN2C(=O)C3C4CCC(C4=C(C)C)C3C2=O)cc1OC (stereo unspecified),0.9,3.5,0.2,7.7,0.9,-0.4,0.9,1.3,3.1,6.5,11.2
Cc1nc(Nc2ccc3c(c2)OCCO3)c2c(C)c(C)sc2n1,1.1,0.4,0.1,-2.2,0.7,-0.2,0.9,1.5,11.1,-10.2,25.3
Cc1nn(CC#N)c(=O)n1N(C)c1ncc(C(F)(F)F)cc1Cl,1.1,-6.0,-0.2,10.8,1.2,0.4,1.2,-0.5,5.3,-9.4,-23.1
C/C(N)=C(/C#N)C(=O)COC(=O)c1cc(S(=O)(=O)N2CCCCC2)ccc1C,0.8,71.4*,1.8,-14.6,0.8,-0.1,0.9,2.2,-9.1,-22.3,18.9
CCOC(=O)CC(=O)Nc1c(C)cc(C)cc1C,1,-4.0,2.4,4.1,1.1,-0.3,1.1,0.7,6.5,-24.2,-9.5
Cc1cccc2cc(CN(CC3CCCO3)C(=O)NC3CCCCC3)c(=O)[nH]c12 (stereo unspecified),1,7.2,2.5,8.9,0.9,-0.4,1,1.9,4.8,-4.4,12.5
C=CCOc1nc2c(c(=O)n(C)c(=O)n2C)n1C,0.9,-2.5,0.2,5.5,0.9,-0.5,1,4.4,7.0,10.0,13.3
COC(=O)c1c(C)nc2ccccc2c1C(=O)O,0.9,-3.4,2.3,9.4,0.9,-0.5,0.9,0.1,-2.9,6.5,10.7
Cc1ccc(CN2CCN(Cc3ccc(OCCO)cc3)CC2CCO)o1 (stereo unspecified),1,-4.3,-1.8,4.4,1,-0.4,1.1,0.4,2.5,-8.0,0.3
COc1ccccc1COCC(O)CN(Cc1ccco1)Cc1ccccc1O (stereo unspecified),0.9,82.1*,0.0,-4.7,0.9,-0.2,1,2.0,-17.3,-4.8,9.7
OCCn1c(Cl)nc2ccccc21,1,-4.2,1.0,0.5,0.9,0.4,1.1,0.2,0.9,.,10.1
CN(C)S(=O)(=O)c1ccc(NC(=O)C2CC(=O)N(Cc3ccccc3)C2)cc1 (stereo unspecified),1.1,-4.1,-0.2,4.4,1.1,0.3,1,1.6,-2.8,-2.9,-5.8
CC(C)(C)C(=O)CSc1nc2c(c(-c3cccs3)c1C#N)CCC2,1.3,6.9,-0.1,0.6,1,-0.1,1.1,1.4,-17.2,3.9,4.7
O=C(Cn1[nH]c(=O)c2ccccc2c1=O)N1CC=C(c2ccccc2)CC1,1,3.6,0.6,2.0,0.8,0.0,1,2.8,5.5,.,15.9
Cc1cccc(N(C(=O)CCC(=O)Nc2ccccn2)C(C(=O)NC(C)C)c2ccc(O)cc2)c1 (stereo unspecified),0.9,-4.0,1.3,3.9,0.9,0.3,0.9,-0.2,3.2,-13.4,13.0
CCOC(=O)c1ccc2[nH]c3c(c2c1)CCCC3O (stereo unspecified),1,10.2,0.0,6.3,0.9,-0.1,1,-0.1,5.8,-1.0,6.9
O=C(COc1cccc2cccnc12)NCC(F)(F)F,0.8,-1.2,-0.4,19.9,0.8,-0.2,0.4,0.5,-5.9,-17.7,18.3
CN1C(=O)c2ccc(S(=O)(=O)c3ccc(C(=O)O)cc3)cc2C1=O,1,-8.3,2.5,-18.7,0.9,0.1,1,0.8,2.8,-45.1,12.6
CCN(C(=O)COC(=O)c1ccc(Cl)nc1)C1CCS(=O)(=O)C1 (stereo unspecified),1.1,-0.8,-0.2,6.6,0.9,-0.2,1.1,-0.8,-132.6,-3.1,7.2
S=C(NCc1ccccc1)N1CCN(c2ccccc2)CC1,1.1,-5.8,-1.4,18.5,0.9,-0.1,1,4.8,3.9,-15.8,7.6
CC(C)CC(NC(=O)c1ccccc1)C(=O)OCC(=O)Nc1ccc(S(N)(=O)=O)cc1 (stereo unspecified),0.8,-3.9,-0.4,12.8,0.8,-0.2,0.8,4.9,-11.0,5.1,19.9
CCN(CC)c1ccc(-n2cc3c(=O)n(C)c(=O)n(C)c3c2)cc1,0.7,23.6,-2.5,-0.9,0.8,-0.1,0.8,1.0,4.0,28.9,23.7
Cc1ccccc1NC(=O)C1Cc2ccccc2C(=O)O1 (stereo unspecified),0.9,-1.5,0.3,-1.7,0.9,0.1,0.9,0.0,-0.6,8.5,8.8
Cc1nc(SCC(=O)NCCc2ccccc2)n[nH]1,1.1,-6.2,0.1,2.5,1,-0.1,1.1,1.7,6.3,-17.6,4.3
CC(C)=CCC/C(C)=C/CC/C(C)=N/O,1,-3.6,-0.1,5.6,0.9,0.3,1,0.1,14.1,-0.9,6.7
CCc1ccccc1NC(=O)C1C(c2ccccc2)C1(Cl)Cl (stereo unspecified),1.1,50.2*,-5.2,10.7,0.9,-0.1,1,3.4,4.9,.,12.4
COc1ccc(NC(=O)CCC(=O)OCc2ccc(Br)cc2)cc1,1,-2.4,-0.1,-0.7,0.9,-0.4,1,2.0,5.6,-8.8,11.8
O=C(/C=C/c1ccc(Br)cc1)NC(=S)N1CCOCC1,1,-8.2,-0.4,7.0,1.1,-0.4,1.1,0.5,1.5,4.0,-14.3
O=C(Nc1ccc(Cl)c(Cl)c1)O/N=C/c1ccncc1,0.9,17.0,-0.2,4.6,1,-0.3,1,2.0,-14.1,22.7,1.0

# Single records, from the list above. Order of screens: PMI act | Lmaj promast | Redox H2O2 prof | G6PDH counter | Diaph act CS | Hsp70 activator | PMI act hi M6P | RAM network inh | TLR4-MyD88 BLA | S1P3 antag | Diaph inh CS
# `OCCn1c(Cl)nc2ccccc21` is listed with 1 | -4.2 | 1.0 | 0.5 | 0.9 | 0.4 | 1.1 | 0.2 | 0.9 | . | 10.1
# `COc1ccc(CCN2C(=O)C3C4CCC(C4=C(C)C)C3C2=O)cc1OC` (stereo unspecified) is listed with 0.9 | 3.5 | 0.2 | 7.7 | 0.9 | -0.4 | 0.9 | 1.3 | 3.1 | 6.5 | 11.2

# Later entries:
canonical_smiles,PMI act,Lmaj promast,Redox H2O2 prof,G6PDH counter,Diaph act CS,Hsp70 activator,PMI act hi M6P,RAM network inh,TLR4-MyD88 BLA,S1P3 antag,Diaph inh CS
O=[N+]([O-])c1cccc(C2NCC(c3ccccc3Cl)c3c2[nH]c2ccccc32)c1 (stereo unspecified),1.1,37.9,-0.2,-1.7,0.9,-0.4,1,0.3,0.9,-9.4,8.2
Clc1cccc(Cl)c1CNC1CCCC1,1.1,0.4,0.1,-0.4,1.1,0.1,1.1,0.5,-11.2,.,-11.2
COc1ccc(OC)c(NC(=O)Cn2cc(C#N)c3cc(Br)ccc32)c1,0.8,-4.3,-1.5,-0.6,0.9,-0.4,0.8,3.1,-4.8,6.7,12.9
COc1ccc(-n2c(SCC(N)=O)nc3sc4c(c3c2=O)CCN(C)C4)cc1,1.2,-0.3,0.9,-48.7,1,-0.3,1.3,-0.2,-6.6,.,1.3
COc1cc([N+](=O)[O-])ccc1NC(=S)N1CCN(c2ccccn2)CC1,1,-4.4,-0.6,11.4,0.9,-0.2,0.6,0.4,-16.7,-10.0,13.8
COc1ccccc1CNC(=O)C1CC(c2ccccc2[N+](=O)[O-])=NO1 (stereo unspecified),0.9,-1.9,0.8,8.7,0.9,-0.1,0.9,0.5,-6.2,.,8.2
COC(=O)c1ccc(OC(=O)CCN2c3ccccc3Sc3ccccc32)cc1,0.9,-5.6,0.9,-18.2,0.9,0.0,1,10.9*,-6.6,1.1,11.0
CC(=O)Nc1ccc(S(=O)(=O)NCC(=O)NCCc2ccc(S(N)(=O)=O)cc2)cc1,0.8,-4.0,0.4,14.9,0.9,-0.3,0.9,0.6,-6.4,-9.2,13.1
CCCc1cc(=O)[nH]c(SCc2cc(=O)oc3c(C)c(C)ccc23)n1,0.9,2.7,0.0,1.3,0.8,0.1,1,4.4,-0.4,5.4,18.3
COc1ccc(OCC(=O)Nc2ncc3c(n2)CC(C)(C)CC3=O)cc1,0.9,-4.2,-0.1,-1.1,0.8,-0.2,0.9,3.3,-2.8,-5.5,22.1
Cc1ccc2nc(SCC(=O)N3CCN(C(=O)c4ccco4)CC3)[nH]c2c1,0.9,-6.9,-0.8,6.5,0.9,0.3,0.9,0.5,13.2,-14.9,6.6
FC(F)(F)c1cccc(N2CCN(CC3CC=CCC3)CC2)c1 (stereo unspecified),1.1,93.1*,-1.0,3.2,1,-0.4,1,0.8,15.8,.,2.8
CC(=O)Nc1ccc(CN2CCN(CCC(C)C)C(CCO)C2)cc1 (stereo unspecified),1,-3.9,-1.7,13.9,0.6,-0.2,0.9,1.8,-15.5,-3.0,37.5
CCOc1ccc(S(=O)(=O)NN=C2CCN(C(C)=O)CC2)cc1,1.5,-4.7,0.3,1.5,0.9,-0.2,1.1,0.5,-6.9,-3.0,12.6
Cc1cc(C(=O)N2CCCC(C(=O)c3cccc(C(F)(F)F)c3)C2)nc(C)n1 (stereo unspecified),.,-4.7,11.2,8.9,.,-0.4,.,-0.3,-5.3,4.9,.
CCSc1nnc(NC(=O)COc2cccc3ccccc23)s1,1.1,-1.3,0.4,10.2,0.8,0.1,1,9.7*,-8.2,.,15.1
CN(C)C=NC(=O)/C(C#N)=C/c1ccccc1,0.9,-3.1,-0.7,6.9,0.9,0.1,0.5,0.8,3.9,-35.1,12.6
